# IDE act: boosts human insulin-degrading enzyme activity in HEK cells. 340,000 compounds, 0.073% hits. activation, % at 5.96 µM. FAbeta-B cleavage, fluorescence polarization; 0% vehicle, 100% cell-free pure enzyme wells;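 active = activation above the mean of all tested compounds plus 3 SD, set per screening campaign, cut at about 17% in these data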
# Target sequence (P14735 whole entry, looked up): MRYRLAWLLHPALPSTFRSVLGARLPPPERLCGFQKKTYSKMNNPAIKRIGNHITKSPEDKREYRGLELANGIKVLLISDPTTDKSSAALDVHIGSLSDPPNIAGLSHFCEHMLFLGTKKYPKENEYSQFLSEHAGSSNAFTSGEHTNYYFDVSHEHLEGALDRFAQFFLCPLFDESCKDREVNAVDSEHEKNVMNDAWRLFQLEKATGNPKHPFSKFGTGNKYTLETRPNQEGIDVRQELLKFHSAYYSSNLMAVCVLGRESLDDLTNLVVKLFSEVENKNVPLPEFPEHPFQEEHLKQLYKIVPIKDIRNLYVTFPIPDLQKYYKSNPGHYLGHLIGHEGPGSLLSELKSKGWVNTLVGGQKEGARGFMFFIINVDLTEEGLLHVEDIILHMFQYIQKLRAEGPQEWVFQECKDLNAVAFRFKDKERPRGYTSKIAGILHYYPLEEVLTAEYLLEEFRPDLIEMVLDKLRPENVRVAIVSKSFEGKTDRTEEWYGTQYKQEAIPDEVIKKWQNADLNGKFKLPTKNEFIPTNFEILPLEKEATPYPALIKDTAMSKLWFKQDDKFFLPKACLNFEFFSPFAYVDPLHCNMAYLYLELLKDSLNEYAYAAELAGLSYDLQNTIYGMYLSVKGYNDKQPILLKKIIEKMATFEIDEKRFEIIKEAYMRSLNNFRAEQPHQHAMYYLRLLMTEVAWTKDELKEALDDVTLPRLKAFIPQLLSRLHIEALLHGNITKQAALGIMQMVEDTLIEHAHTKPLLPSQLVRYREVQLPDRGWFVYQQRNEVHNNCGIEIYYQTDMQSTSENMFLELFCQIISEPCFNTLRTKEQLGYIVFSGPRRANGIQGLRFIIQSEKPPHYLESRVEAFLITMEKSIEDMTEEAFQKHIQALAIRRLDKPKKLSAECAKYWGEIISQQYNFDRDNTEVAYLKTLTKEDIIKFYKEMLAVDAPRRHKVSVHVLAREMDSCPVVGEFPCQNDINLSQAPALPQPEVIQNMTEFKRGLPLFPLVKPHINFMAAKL
# IDE cell inh: inhibits human insulin-degrading enzyme in HEK cells. AID 434962. FAbetaB cleavage, fluorescence polarization. inhibition, % at 5.59 µM. 320,000 compounds, 0.41% hits. P14735;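 active = percent inhibition above the average of all tested compounds plus 3 SD, set per screening campaign, cut at about 16% in these data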;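 note: IDE supplied by intact live HEK cells; FP after avidin binding of uncleaved biotin substrate so inhibition keeps polarization high; 0% = DMSO wells and 100% = 60 µM reference IDE inhibitor Ii1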
# Numbers without * were called inactive.
No.	molecule	IDE act	IDE cell inh
1	CC(NC(=O)COC(=O)C1CC2CCCC(C1)C2=O)c1ccccc1 (stereo unspecified)	-5	-2
2	CC(=O)c1sc(NC(=O)C2CC(=O)N(Cc3ccccc3)C2)nc1-c1ccccc1 (stereo unspecified)	-2	5
3	COc1ccc(C(=O)NNC(=O)c2ccc(F)c(S(=O)(=O)N3CCOCC3)c2)cc1	-4	-3
4	CC[C@@]1(C(=O)OC)N[C@H](CN(C)C(=O)Nc2ccc(OC)cc2)[C@@H]2C(=O)N(C)C(=O)[C@@H]21	2	3
5	O=C(COC(=O)/C=C/c1ccccc1)NCCc1ccc(F)cc1	7	-3
6	COc1ccc(S(=O)(=O)N2CCCCC2)cc1NC(=O)c1cnc(C)cn1	2	-4
7	C=CCC[C@H](Cc1ccc(F)cc1)C(=O)OC[C@H](Cc1c[nH]c2ccccc12)NC(=O)[C@@H](CC=C)CC(=O)N[C@H](CO)Cc1ccccc1	6	1
8	Cc1cccc(NC(=O)CNC(=O)COC(=O)c2ccc(C(C)(C)C)cc2)c1C	1	-1
9	CC1CN(C(=O)c2ccc(S(=O)(=O)Nc3cccc(C(F)(F)F)c3)cc2)CC(C)O1 (stereo unspecified)	8	1
10	CCCn1c(NC(=O)CCS(=O)(=O)c2ccc(C)cc2)nc2ccccc21	3	1
11	O=C(Cc1ccc(S(=O)(=O)N2CCOCC2)s1)NCCOc1ccccc1	2	6
12	Cc1ccc(CN(C)C(=O)c2ccccc2NC(=O)c2ccccc2)o1	2	-7
13	CC(=O)Nc1cccc(NC(=O)CN2c3cccc4cccc(c34)S2(=O)=O)c1	5	2
14	C[C@@H](C(=O)Nc1ccc(OC(F)F)c(Cl)c1)N1C(=O)C2CC=CCC2C1=O (stereo partly specified)	4	5
15	N#CCCN(C(=O)COC(=O)CNS(=O)(=O)c1ccc2ccccc2c1)c1ccccc1	1	4
16	CCC(C)CCN1CCN=C1N(C)C (stereo unspecified)	3	1
17	CSc1ccc(/C=C(\C(=O)O)c2ccc(S(=O)(=O)N3CCCC3)s2)cc1	4	1
18	Cn1cccc1C(=O)OCC(=O)NC(=O)c1ccc(Cl)cc1	2	-2
19	Oc1ccccc1O	-2	-3
20	COc1ccc(NC(C)=O)cc1S(=O)(=O)NC(C)c1ccc(-n2ccnc2)cc1 (stereo unspecified)	4	0
21	COc1ccc2sc(N(CCCN(C)C)C(=O)c3ccc(C(=O)c4ccccc4)cc3)nc2c1	4	-2
22	CN(C)S(=O)(=O)c1ccc(NC(=O)CSc2nnc(-c3ccco3)o2)cc1	3	-1
23	COc1cccc(-c2sc3ccccc3c2-c2ccc(OCCN3CCCC3)cc2)c1	8	-4
24	COc1cc(OC)cc(-c2c(C#Cc3ccsc3)c3cc(-c4ccc(SC)cc4)ccc3n2C)c1	-2	4
25	Cc1ccc(S(=O)(=O)NCC(=O)OCC(=O)NCc2cccs2)cc1	-4	7
26	CC(C#N)Sc1ccc(S(=O)(=O)N2CCCC2)cn1 (stereo unspecified)	-2	-3
27	CNC(=O)c1ccsc1NC(=O)C1CCCN1S(=O)(=O)c1cccs1 (stereo unspecified)	1	-3
28	Cc1ccc(C(=O)OCN2C(=O)c3ccccc3C2=O)cc1S(=O)(=O)N1CCOCC1	-4	2
29	CCCCN(C(=O)c1ccccc1Br)C1CCS(=O)(=O)C1 (stereo unspecified)	5	-7
30	O=S(=O)(c1ccc(SCc2ccccc2)nc1)N1CCCCCC1	-3	4
31	CC(NC(=O)C1CCN(C(=O)c2ccc(F)cc2)CC1)c1ccc(S(N)(=O)=O)cc1 (stereo unspecified)	-2	6
32	C[C@H](CO)N1C[C@H](C)[C@@H](CN(C)C)Oc2c(NS(=O)(=O)c3cccs3)cccc2C1=O	3	1
33	Fc1ccc2cnc(-c3ccccc3)c(-c3cc(C(F)(F)F)cc(C(F)(F)F)c3)c2c1	3	-1
34	c1nc(C2CCCCC2)cc2cc3c(cc12)OCO3	-2	-1
35	CNCC(O)c1ccc(OC(=O)C(C)(C)C)c(OC(=O)C(C)(C)C)c1 (stereo unspecified)	-3	1
36	Cc1nn(CC(=O)NC2CCCC2)c(C)c1[N+](=O)[O-]	6	0

# Structures shown so far that have a Cl atom, in the order listed:
No.	molecule	IDE act	IDE cell inh
14	C[C@@H](C(=O)Nc1ccc(OC(F)F)c(Cl)c1)N1C(=O)C2CC=CCC2C1=O (stereo partly specified)	4	5
18	Cn1cccc1C(=O)OCC(=O)NC(=O)c1ccc(Cl)cc1	2	-2

# Later entries:
[37] COc1ccc(C(CNC(=O)CSc2ccc(Br)cc2C)N2CCOCC2)cc1 (stereo unspecified)
[38] CSc1ccccc1C(=O)OCC(=O)N1CCCC1=O
[39] O=S(=O)(c1ccc2c(c1)OCCO2)N1C[C@@H]2C[C@H]1CN2S(=O)(=O)c1c(F)cccc1F
[40] Cc1ccc(NC(=O)c2nc[nH]c2C(=O)NCCCCCCNC(=O)c2[nH]cnc2C(=O)Nc2ccc(C)cc2)cc1
[41] O=C(N[C@@H]1C/C=C\C[C@@H](CC(=O)N(CCO)Cc2ccccc2)C(=O)N[C@@H](c2ccccc2)COC1=O)OCC1c2ccccc2-c2ccccc21
[42] NC(=O)C1CCN(c2nc(-c3ccccc3-c3ccccc3)cs2)CC1
[43] CCOC(=O)C1=C(COC(=O)c2ccccc2OC(F)F)NC(=O)NC1C (stereo unspecified)
[44] CCOc1ncccc1C(=O)Nc1cc(S(=O)(=O)N2CCCCC2)ccc1C
screen / no. | 37 | 38 | 39 | 40 | 41 | 42 | 43 | 44
IDE act | 3 | 1 | 0 | 2 | 2 | 4 | -3 | 4
IDE cell inh | 1 | -1 | 2 | 0 | -1 | 3 | 2 | -1

# Quoted from the listing.
# `Fc1ccc2cnc(-c3ccccc3)c(-c3cc(C(F)(F)F)cc(C(F)(F)F)c3)c2c1` in IDE cell inh is entered as -1
# `c1nc(C2CCCCC2)cc2cc3c(cc12)OCO3` in IDE cell inh is entered as -1
# `CC(=O)Nc1cccc(NC(=O)CN2c3cccc4cccc(c34)S2(=O)=O)c1` in IDE act is entered as 5
# `CCCCN(C(=O)c1ccccc1Br)C1CCS(=O)(=O)C1` (stereo unspecified) in IDE act is entered as 5
# `NC(=O)C1CCN(c2nc(-c3ccccc3-c3ccccc3)cs2)CC1` in IDE act is entered as 4
# `CNC(=O)c1ccsc1NC(=O)C1CCCN1S(=O)(=O)c1cccs1` (stereo unspecified) in IDE act is entered as 1
# `O=S(=O)(c1ccc2c(c1)OCCO2)N1C[C@@H]2C[C@H]1CN2S(=O)(=O)c1c(F)cccc1F` in IDE act is entered as 0

# The listing continues.
[45] CC(OC(=O)CCN1C(=O)C2CC=CCC2C1=O)C(=O)Nc1cccc(Cl)c1 (stereo unspecified)
[46] CCCCCN(C(=O)CCC(=O)OCC(=O)N(CC)c1ccccc1)c1c(N)n(CCCC)c(=O)[nH]c1=O
[47] CCCN(CC(=O)Nc1cc(C)on1)CC(=O)Nc1ccc(F)c(F)c1F
[48] Cc1cc(Cl)ccc1NC(=O)COC(=O)c1c(C)noc1C
[49] CN1CCN(S(=O)(=O)c2cccc(C(=O)N3CCN(c4ccccc4)CC3)c2)CC1
[50] COc1ccc(N2CCN(C(=O)COC(=O)c3cc(S(=O)(=O)N(C)C)ccc3N3CCCC3)CC2)cc1
[51] Cc1ccc(S(=O)(=O)N2[C@@H](c3ccccc3F)C(C(=O)O)=CC[C@H]2c2cccs2)cc1
[52] CN(C(=O)COC(=O)C1=COCCO1)c1c(N)n(Cc2ccccc2)c(=O)[nH]c1=O
screen / no. | 45 | 46 | 47 | 48 | 49 | 50 | 51 | 52
IDE act | 3 | 1 | 0 | 2 | 1 | -9 | 9 | 3
IDE cell inh | 0 | 4 | 1 | 10 | 4 | 8 | -1 | -5

[53] Cc1ccc(C(=O)NC2CC(=O)N(c3ccc4c(c3)OCCO4)C2)cc1[N+](=O)[O-] (stereo unspecified)
[54] Cc1ccc(S(=O)(=O)N2CC(O)C2)cc1
[55] Cc1ccc(CNC(=O)COC(=O)c2cccnc2Cl)cc1
[56] Cc1csc(=O)n1CC(=O)OCc1nnc(-c2ccc([N+](=O)[O-])cc2)o1
[57] Cc1ccc(S(=O)(=O)N2CCN(C(=O)Cn3cnc4c3c(=O)n(C)c(=O)n4C)CC2)cc1C
[58] O=C(COC(=O)COc1ccccc1)Nc1ccc2c(c1)OCCO2
[59] C=CCN1c2ccccc2C(=O)CS1(=O)=O
[60] O=C1C=C(c2cccc(Cl)c2O)C[C@@H](c2ccc3c(c2)OCO3)C1
screen / no. | 53 | 54 | 55 | 56 | 57 | 58 | 59 | 60
IDE act | -1 | -1 | 5 | -2 | 4 | 2 | 7 | -3
IDE cell inh | 0 | 1 | 0 | -1 | -3 | 1 | 0 | 3

# Excerpt, entries 59–60
[59] C=CCN1c2ccccc2C(=O)CS1(=O)=O
[60] O=C1C=C(c2cccc(Cl)c2O)C[C@@H](c2ccc3c(c2)OCO3)C1
screen / no. | 59 | 60
IDE act | 7 | -3
IDE cell inh | 0 | 3

# Next section.
[61] CCOc1ccccc1C(=O)NC(C(=O)N(C)Cc1ccc2c(c1)OCO2)C(C)C (stereo unspecified)
[62] O=C(CSc1nc(=O)n(CCCN2CCOCC2)c2c1CCCC2)Nc1ccc(F)cc1F
[63] CCN(C[C@H]1N[C@@](C)(C(=O)OC)[C@H]2C(=O)N(Cc3ccccc3)C(=O)[C@@H]12)C(=O)c1ccccc1
[64] Cc1nc(/N=C\c2ccc(N(C)C)cc2)sc1C
[65] CN(CC(=O)Nc1c(Cl)cccc1Cl)C(=O)c1ccccc1-c1nc2ccccc2s1
screen / no. | 61 | 62 | 63 | 64 | 65
IDE act | 3 | 2 | 3 | 3 | -5
IDE cell inh | -4 | 2 | 3 | -6 | -2

# Not all compounds are listed (hit frequency here may not be typical).
